Screening data from PubChem BioAssay.
C-LANA FP = inhibitors of KSHV LANA C-terminal domain DNA binding | MBP-C-LANA/FAM-LBS DNA binding, fluorescence polarization | inhibition, % at 9 µM | hit rate 0.078% among 340,000 | AID 504423;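 active means highest replicate inhibition at or above 60% at 9 µM, even if other replicates fall short; inactive means all replicates below 60% inhibition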;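 further: 0% = neutral control wells and 100% = 4 µM acridine orange control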
OPRM1-OPRD1 ag = agonists of human mu-delta opioid receptor heterodimerization. P35372+P41143. cells, OPRM1-OPRD1 heterodimerization, luminescence. activation, % at 9.3 µM. hit rate 0.3% among 340,000; in the data active means activation above about 18%;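 further: 0% = vehicle-treated cells and 100% = reference agonist; values of inactives mirror those of a sister screen read the other way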
Target sequence (P35372 whole entry, looked up): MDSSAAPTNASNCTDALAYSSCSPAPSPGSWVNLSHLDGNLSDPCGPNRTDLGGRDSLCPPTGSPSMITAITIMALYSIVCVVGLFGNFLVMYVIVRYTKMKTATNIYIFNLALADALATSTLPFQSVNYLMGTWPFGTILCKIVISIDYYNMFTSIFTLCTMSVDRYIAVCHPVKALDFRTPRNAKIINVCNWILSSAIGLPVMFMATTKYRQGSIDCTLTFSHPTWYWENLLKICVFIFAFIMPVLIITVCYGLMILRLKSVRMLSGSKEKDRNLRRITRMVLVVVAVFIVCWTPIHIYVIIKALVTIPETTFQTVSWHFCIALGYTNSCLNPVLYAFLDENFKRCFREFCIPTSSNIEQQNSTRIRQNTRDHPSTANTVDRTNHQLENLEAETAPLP
Target sequence (P41143 whole entry, looked up): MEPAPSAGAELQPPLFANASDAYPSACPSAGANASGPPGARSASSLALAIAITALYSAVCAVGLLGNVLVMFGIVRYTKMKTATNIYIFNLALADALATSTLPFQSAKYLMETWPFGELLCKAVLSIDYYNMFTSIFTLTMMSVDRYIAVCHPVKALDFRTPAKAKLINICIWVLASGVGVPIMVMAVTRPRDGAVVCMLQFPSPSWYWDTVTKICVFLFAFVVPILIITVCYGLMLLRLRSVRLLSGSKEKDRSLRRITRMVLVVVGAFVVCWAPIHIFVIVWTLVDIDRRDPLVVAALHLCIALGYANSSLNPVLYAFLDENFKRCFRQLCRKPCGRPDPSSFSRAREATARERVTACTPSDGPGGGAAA
Wnt bcat act = Wnt/beta-catenin pathway activation | Wnt/beta-catenin reporter cell assay, activator, plate reader | activation, % at 9.35 µM | hit rate 1.2% among 300,000 | AID 743398; in the data active means activation above about 30%, passing the limit was not always enough;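 further: 0% = neutral control wells and 100% = positive control wells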
Arrestin-AP2 inh = blocks beta-arrestin peptide binding to AP2 adaptin; AID 504490; inhibition, % at 10 µM; hit rate 0.31% among 340,000; FITC-arrestin peptide / GST-AP2 beads, flow cytometry; AP2 beta2 appendage carries R879A mutation;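 active means inhibition above a set limit, near 3 SD of compounds lacking own fluorescence, cut at about 54% in these data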;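 further: plate controls were DMSO wells for no effect and 5 µM unlabelled arrestin peptide for full effect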
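Measured by: flow cytometry, FL1 (488/535 nm); Material: AP2 appendage R879A on GSH beads; Evaluation: percent response; Timing: pre-incubation 12 min, peptide binding 1 h, room temperature; Also added: 50 nM FITC-arrestin peptide; Medium: PBS with 0.05% Tween 20 and 0.1% BSA.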
cardiac RTF act = cardiac RTF calcium sensitization; P19429+P45379; IANBD-labeled TnC RTF fluorescence at EC20 calcium; 0% EC20 calcium, 100% full calcium; activation, % at 7.2 µM; hit rate 0.24% among 340,000;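 active means activation above the mean over all tested compounds plus 3 SD, cut at about 30% in these data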;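 further: rise in fluorescence read as greater calcium sensitivity of cardiac thin filaments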
V-ATPase pH = alters yeast V-ATPase proton transport. S. cerevisiae, pHLuorin cytosolic pH fluorescence. response, % at 10 µM. hit rate 0.37% among 350,000. AID 504577; in the data active means response mostly above about 7.3%, no sharp cut-off; inactive means mostly below about 5.4%; further: actives read high; inactives centre near 0; some compounds called inactive have numbers as strong as hits; reference of the scale not given here
RTF Ca sens inh = cardiac RTF calcium desensitization; IANBD-labeled cardiac RTF, Ca2+ fluorescence; AID 493244; inhibition, % at 7.15 µM; hit rate 0.12% among 340,000; P19429+P45379;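 active means inhibition above the mean inhibition of all tested compounds plus 3 SD, cut at about 17% in these data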;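 further: assay run at fixed EC70 calcium of 1.6 mM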
Pemphigus Ab inh = human desmoglein-3 autoantibody binding inhibition. DSG3-coupled beads, scFv-anti-DSG3-GFP binding, flow cytometry; active compounds read low. hit rate 0.48% among 310,000. binding (percent of control), % at 10 µM;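 active means binding more than 3 SD below its plate's average and above zero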;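 further: hits lower antibody fragment binding to DSG3; some compounds called inactive have numbers as strong as hits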
Keap1-Nrf2 PPI = inhibitors of human Keap1-Nrf2 protein-protein interaction; Q14145; Keap1 Kelch-Nrf2 peptide fluorescence polarization, 1536-well; inhibition, % at 9.4 µM; hit rate 0.15% among 340,000; AID 504523; in the data active means inhibition above about 12%;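 further: human Keap1 Kelch domain with fluorescein labeled Nrf2 9mer peptide probe; 0% = neutral control wells and 100% = peptide positive control; higher means more block of Keap1 binding to Nrf2 peptide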
MOR-DOR inv ag = inverse agonist of human OPRM1-OPRD1 heterodimerization | P35372+P41143 | cell-based MOR-DOR heterodimer luminescence, inverse agonism | inhibition, % at 9.3 µM | hit rate 0.21% among 340,000 | AID 504357; in the data active means inhibition above about 22%, passing the limit was not always enough;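 further: 0% = cells with DMSO and 100% = wells without cells with DMSO; values of inactives mirror those of a sister screen read the other way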
* marks the source's active call; other numbers are inactive results; / = no result given. This is a random part of the collection; any-hit rate near 3.1%.

SMILES	C-LANA FP	OPRM1-OPRD1 ag	Wnt bcat act	Arrestin-AP2 inh	cardiac RTF act	V-ATPase pH	RTF Ca sens inh	Pemphigus Ab inh	Keap1-Nrf2 PPI	MOR-DOR inv ag
COc1ccc(-n2c(SCC(=O)NC3CCCCC3)nc3ccsc3c2=O)cc1	0.8	-0.8	-3	8	1	6	-4	113	-1	4
Cn1c(CNC2CCCCC2)c(C#N)c2ccccc21	-1.6	1.3	9	-8	-7	1	3	101	-5	-7
O=C(O)CCC(=O)N1CCC(n2nnc3cc(C(F)(F)F)ccc32)CC1	-1.9	-1.5	2	10	8	1	4	106	1	8
CCc1nnc(NC(=O)c2cccnc2)s1	-0.5	-2.2	/	3	4	2	7	109	-3	11
CCc1ccc(OCC(=O)N(CC)CC)cc1	-0.5	-3.7	2	0	-7	1	3	104	-2	19
C/C=C1\COC(C(=O)NCCN2CCCC2)(C(F)(F)F)C=C1C=C1CCCCC1 (centres undefined)	-1.5	-0.4	6	30	-6	1	-15	112	-6	2
CC(=O)NN1C(=O)c2ccc(Oc3ccc([N+](=O)[O-])cc3)cc2C1=O	-2.6	-1.6	/	4	2	3	-9	102	-5	9
CCCn1c(SCC(=O)c2cc(C)c(C)cc2C)n[nH]c1=O	-0.6	-1.8	/	-5	-1	0	-3	77	-3	10
COc1ccccc1C(=O)Nc1cccc2nc(C)ccc12	0.1	-2.1	0	-4	3	1	2	110	-2	11
CC(NC(=O)C(=O)N1CCOCC1)C(c1cccs1)N1CCN(c2ccccc2F)CC1 (centres undefined)	-1.6	-2.9	0	11	-3	-1	3	106	3	15
CC(C)CNC(=O)COC(=O)c1cccc(S(=O)(=O)NCC(F)(F)F)c1	0.9	-0.2	0	4	0	-1	1	100	1	1
O=C(N=C1SCC(=O)N1c1ccccc1)c1ccco1	-1.3	-2.7	/	-8	-4	2	6	110	-7	15
CCn1c(SCC(=O)Nc2cc(C)ccc2C)nnc1-c1cnccn1	0.6	-0.6	-6	5	0	-1	-2	/	3	3
COc1ccc(NC(=O)N(C)C[C@H]2Oc3ccc(NC(=O)CCC(F)(F)F)cc3C(=O)N([C@H](C)CO)C[C@@H]2C)cc1	-0.6	-1.3	-1	4	15	0	-3	107	-7	7
Cc1cccc(OCC(O)Cn2c(=N)n(CCN3CCOCC3)c3ccccc32)c1 (centres undefined)	1.8	/	-2	-11	-1	-3	-7	100	6	/
O=C(NC(Cc1c[nH]c2ccccc12)C(=O)NCc1ccc(F)cc1)OCc1ccccc1 (centres undefined)	1.0	-0.5	/	38	-2	-2	-9	95	1	2
CN(C)c1ccc(N=Nc2ccccc2C(=O)OCC(=O)N2CCCC2)cc1	-1.7	-2.6	/	7	-1	-1	-2	/	-7	14
CC(C)CCNC(=O)c1cn(CC(C)C)c(=O)c2c1c1ccccc1n2C	0.5	-1.5	5	-2	-5	2	4	93	-3	7
O=C1NCCN1CCNS(=O)(=O)c1ccccc1[N+](=O)[O-]	-1.0	-0.2	1	-1	0	-2	-8	95	-2	1
O=C(Oc1ccccc1)c1ccccc1	8.5	-2.2	1	38	1	3	-3	106	5	12
S=C(NCc1ccccc1)N1CCN(C2CCCCC2)CC1	1.2	-1.0	-1	0	4	-6	5	96	-2	5
COC(=O)/C=C1/SC(=NC(=O)c2ccc(OC)cc2)NC1=O	0.0	-2.0	-1	0	3	-1	-2	102	-4	10
COc1ccc(OC)c(-c2csc(NC(=O)C3CSC4(C)CCC(=O)N34)n2)c1 (centres undefined)	-0.3	1.0	-6	3	-1	-2	7	100	-4	-7
CCOc1ccc(C(=O)NCC(=O)OCC(=O)NC2CCCC2)cc1	2.4	-0.2	-1	25	-4	2	-6	94	3	1
O=C(c1ccccc1CCc1ccccc1)N1CCN(c2ccccn2)CC1	1.1	-1.3	/	84*	5	-2	-8	101	-4	8
O=C(c1cccs1)N1CCCC(c2nc3c(nnn3Cc3ccccc3)c(=O)[nH]2)C1 (centres undefined)	0.3	-1.0	0	-1	3	1	0	94	0	5
Cc1cc(C)cc(N(CC(=O)NCc2ccccc2Cl)S(=O)(=O)c2c(C)[nH]c(=O)[nH]c2=O)c1	-0.7	-0.7	-4	5	-3	-3	-7	83	5	3
CS(=O)(=O)N(CCc1ccccc1)CC(=O)NCc1ccccn1	-0.1	-1.3	/	-2	10	-1	-27	101	-3	8
CN1CCC(Oc2ccc(Sc3ccccc3)cc2)CC1	0.2	0.6	5	-9	-6	2	-2	118	-8	-3
CCCCNc1c(-c2cccc(-c3cc(C(C)=O)cs3)c2)nc2cc(C)ccn12	1.1	7.9	8	15	-9	-3	-3	107	-5	-46
COC(=O)c1ccc(C(=O)N2CCCC(N3CCN(c4ccccc4)CC3)C2)nc1 (centres undefined)	0.9	-2.0	2	10	-2	4	-2	107	-3	10
COc1ccc(NC(=O)CCCN2C(=O)CCC2=O)cc1Cl	-1.0	0.9	/	-8	2	-1	3	102	-3	-4
O=Cc1ccc(OCc2cn3ccccc3n2)cc1	0.2	-1.5	7	8	-4	-2	-5	94	-1	8
Cc1nn(C)cc1CNC(=O)c1ccccc1Br	1.9	0.2	/	-6	5	-2	-4	100	-7	-1
CCc1ccccc1NC(=O)CN(C)C(=O)Cn1cnc2ccc(Cl)cc2c1=O	1.4	-3.8	-1	-5	-7	-3	0	107	-3	15
CCC(=O)Nc1nnc(S(=O)(=O)N(CC)c2ccc(OC)cc2)s1	0.2	-3.2	2	-6	-6	-2	-1	113	2	14
O=C1Cc2ccccc2C(c2c(Cl)cccc2Cl)N1 (centres undefined)	-0.3	0.5	-3	2	-1	0	-2	91	3	-2
Cc1cc(C)nc(Sc2ncnc(N)c2[N+](=O)[O-])n1	0.0	-1.2	0	40	3	3	-4	102	-3	6
CCN(CC)c1ccc(/C=N/N2CCN(Cc3cccc4ccccc34)CC2)c(O)c1	1.2	0.1	-2	11	-3	3	1	95	-6	0
COc1ccc(/C=C(/NC(=O)c2ccccc2)C(=O)NCCCn2ccnc2)cc1OC	-0.5	-3.4	0	4	1	6	-1	96	-1	17
Cc1ccccc1CNc1ccc(C(CC(N)=O)NC(=O)c2ccccc2)cc1[N+](=O)[O-] (centres undefined)	3.5	-0.7	-1	-4	-3	-1	1	106	-6	4
Cc1ccccc1NN1C(=O)C=CC1=O	1.1	-2.5	/	12	-2	-4	-1	103	-2	14
Cc1cc(C(=O)NCCc2ccc(Cl)cc2)no1	-0.4	-2.5	14	-13	2	1	-5	110	-3	12
CC(C)Oc1ccc(S(=O)(=O)N2CCOCC2)cc1NC(=O)C1=COCCO1	-0.2	-1.1	4	-31	2	-2	1	117	2	6
COC(=O)c1c(NS(=O)(=O)c2ccc(C)cc2)sc2c1CCC(C)C2 (centres undefined)	-1.0	0.0	0	11	0	-5	-1	101	-4	0
CC(=O)N1CCCc2cc(S(=O)(=O)N(C)Cc3ccccc3)ccc21	1.3	-1.1	/	3	8	4	-16	103	-2	6
O=C(NNS(=O)(=O)c1ccc(Cl)cc1)c1ccc(S(=O)(=O)N2CCCCC2)cc1	-0.6	0.5	-2	10	7	0	-7	103	0	-3
CC(=O)c1cccc(NC(=O)C2=CC(c3ccc4c(c3)OCO4)=NS(=O)(=O)N2C)c1	-1.5	-2.5	1	8	5	1	-4	/	1	13
O=C(Nc1cccc2ccccc12)NC1CCCCC1O (centres undefined)	2.2	-0.9	11	/	1	0	-16	105	-1	5
O=C1C2C3C=CC(C4CC34)C2C(=O)N1/N=C/c1ccc(-c2ccc(F)cc2[N+](=O)[O-])o1 (centres undefined)	2.2	5.0	11	3	16	0	1	104	0	-26

Continued.
SMILES	C-LANA FP	OPRM1-OPRD1 ag	Wnt bcat act	Arrestin-AP2 inh	cardiac RTF act	V-ATPase pH	RTF Ca sens inh	Pemphigus Ab inh	Keap1-Nrf2 PPI	MOR-DOR inv ag
CCNC(=O)c1c(O)c2c([nH]c1=O)CCCC2	-3.1	1.4	6	-4	9	0	-1	105	1	-7
Cc1ccc(Cl)cc1NC(=O)CC1NCCNC1=O (centres undefined)	-0.6	-0.7	/	14	1	6	3	111	-5	4
Cn1c(=O)c2cc(S(=O)(=O)NC(C(=O)NCc3cccnc3)c3ccccc3)ccc2n(C)c1=O (centres undefined)	0.8	-1.4	-1	5	1	-2	-10	101	-1	8
C(=N\Nc1ccc2nncn2n1)/c1ccco1	-1.0	-3.5	2	2	-4	-1	1	114	4	19
CCOC(=O)C1(Cc2cccc(OC)c2)CCCN(C(=O)c2cc(CC(C)C)[nH]n2)C1 (centres undefined)	1.5	-3.4	0	10	-1	-5	1	104	0	17
CCNC(=S)N1CCN(c2nc(-c3ccc(F)cc3)cs2)CC1	-1.0	2.5	0	39	-5	7	6	125	-3	-12
CCN(C(=O)CSc1nc2n[nH]c(C)c2c(=N)n1-c1ccc(Cl)c(C)c1)c1cccc(C)c1	-1.8	1.7	-4	-2	-2	4	-3	102	0	-9
COc1ccc(C(O)Cc2nccn2C)cc1 (centres undefined)	2.2	-1.8	-1	-10	-2	-3	-3	108	-3	9
COc1ccc(OC)c(C(=O)N(C[C@H]2CC[C@@H]([C@@H]3CC[C@H](CO)O3)O2)C(C(=O)NC(C)(C)C)c2ccc(-c3ccccc3)cc2)c1 (some centres undefined)	-1.5	-1.9	-1	5	-3	-1	-1	100	-2	9
O=C(O)C(Cc1ccc(F)cc1)c1ccccc1 (centres undefined)	-0.4	-2.4	-2	3	-4	1	-9	97	-5	11
C=CCOC(=O)C1=C[C@@H](c2ccccc2)C[C@@H](OCc2ccc(CO)cc2)O1	-0.5	2.6	3	5	-6	-3	-26	108	4	-15
COc1cc2c(cc1OC)CN(C(=O)c1nn(Cc3ccccc3)c(=O)c3ccccc13)CC2	0.9	-0.8	7	0	-4	-4	-4	97	1	3
O=C(C1CCN(Cc2ccc(F)cc2)CC1)N(CCO)Cc1ccccc1	-0.2	-1.3	-5	25	3	-3	11	/	-3	7
COc1ccc(CC(=O)OCC(=O)N2CCCc3ccccc32)cc1OC	-0.7	-1.2	0	-7	-2	0	1	115	-4	6
CCOC(=O)N1CCC(N2CCN(c3ccccc3)CC2)CC1	0.2	-0.6	-1	8	-6	1	-1	127	1	3
COc1ccc(NC(=O)COc2ccc(C(=O)c3ccc(F)cc3)cc2)cc1S(N)(=O)=O	-0.6	1.3	0	-4	-5	0	-7	101	-5	-8
CC(C)=CCN1CCN(Cc2ccc(Oc3ncccn3)cc2)CC1CCO (centres undefined)	-1.5	0.9	-1	0	-7	4	-19	92	2	-6
CCC(Sc1nc(C)cc(C)n1)C(=O)Nc1ccc(Cl)cn1 (centres undefined)	-0.8	-2.2	0	-2	9	6	-8	105	-7	13
Cc1ccc(NC(=O)COC(=O)c2ccc(CN3CCCC3=O)cc2)cc1C	-0.6	-0.9	1	0	-4	3	-6	102	-4	6
Cc1n[nH]c(C)c1CCN(C)Cc1cn(C)nc1-c1ccccc1F	-0.5	-0.1	2	43	-1	2	-18	/	1	0
